Bioassay records: PubChem, National Center for Advancing Translational Sciences (NCATS)
TDP1 cell CPT = DT40-hTDP1 cell growth loss with CPT; 420,000 tested, 12% active; Potency, µM (series often up to 46.2 µM), for inactives: at the highest dose activity change, negative = growth inhibition, most hits filed as inhibitors; chicken DT40 Tdp1-/-;hTDP1 cells + 20 nM CPT, ATP luminescence, 48 h; also: nearly all actives have a fitted effect of over 55% in size
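Cell growth measured by CellTiter-Glo luminescence after a minimum 48 h, 37 C compound exposure with 20 nM CPT in Tdp1-knockout DT40 cells stably expressing hTDP1, seeded 400/well; qHTS titration format.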
DT40 TDP1 no CPT = qHTS for Inhibitors of human tyrosyl-DNA phosphodiesterase 1 (TDP1): qHTS in cells in absence of CPT. DT40 Tdp1-/- hTDP1 cells, no CPT, ATP luminescence, 48 h. Potency, µM (top dose mostly 46.2 µM), for inactives: top-dose activity change, negative = growth inhibition, hits mostly inhibitors. 420,000 tested, 15% active; also: nearly all actives have a fitted effect of over 55% in size
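DT40 Tdp1-/-;hTDP1 cells, no CPT (DMSO vehicle only), 400 cells/well; compounds pin-transferred; ≥48 hr, 37 °C; CellTiter-Glo 30 min RT dark, luminescence read.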
TDP1 inh = blocks human tyrosyl-DNA phosphodiesterase 1. Q9NUW8. recombinant TDP1, AlphaScreen DNA substrate cleavage. Potency, µM (highest dose often 130 µM), for inactives: at the highest dose activity change, negative = inhibition, hits mostly inhibitors. 350,000 tested, 0.28% active. AID 485290; also: nearly all actives have a fitted effect of over 40% in size
Target sequence (Q9NUW8 whole entry, looked up): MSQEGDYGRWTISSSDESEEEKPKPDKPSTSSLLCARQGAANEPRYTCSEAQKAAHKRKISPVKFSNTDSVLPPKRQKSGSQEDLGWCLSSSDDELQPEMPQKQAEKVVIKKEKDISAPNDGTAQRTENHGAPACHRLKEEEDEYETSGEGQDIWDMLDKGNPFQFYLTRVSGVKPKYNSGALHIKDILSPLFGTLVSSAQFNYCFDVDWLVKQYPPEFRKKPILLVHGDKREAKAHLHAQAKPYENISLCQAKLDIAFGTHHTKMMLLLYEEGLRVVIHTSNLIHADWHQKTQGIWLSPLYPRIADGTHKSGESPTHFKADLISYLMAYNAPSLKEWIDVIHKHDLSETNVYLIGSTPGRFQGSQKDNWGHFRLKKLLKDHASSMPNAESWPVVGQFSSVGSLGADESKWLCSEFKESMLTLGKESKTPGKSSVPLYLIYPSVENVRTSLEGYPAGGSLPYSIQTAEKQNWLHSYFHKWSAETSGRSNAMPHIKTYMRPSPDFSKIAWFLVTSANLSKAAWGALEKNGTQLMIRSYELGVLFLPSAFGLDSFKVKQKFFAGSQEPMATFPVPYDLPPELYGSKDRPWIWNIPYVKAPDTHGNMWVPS
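E. coli-derived human Tdp1, 1 nM final. Cpd preinc 15 min RT; substrate 15 nM final, 5 min RT; AS bead mix 10 ug/ml final, 10 min RT. Signal loss = tyrosine-FITC cleavage. No-enzyme wells = max signal.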
* = called active by the depositor; ? = inconclusive; nt = no result given; & = joins results of further samples; [ ] = dose if it differs, or a comment. Calls follow the shape of the dose curve; as a rule, active = well fitted curve in the direction sought with a large enough effect; inconclusive = small, poorly fitted or top-dose-only effect, or another doubt; inactive = no such curve, though single readings can be large; an effect the other way counts as inactive or inconclusive. % is scaled to controls: 0 for no effect and ±100 for the full control effect; potency is read from the fitted curve at half-maximal effect.

Below each compound – TDP1 cell CPT	DT40 TDP1 no CPT	TDP1 inh
CCN(CC1CCCO1)C(=O)C1CCN(C2CCN(Cc3ccccc3C)CC2)CC1 (stereo not given)
  ?	?	5%
CCn1c(SCC(=O)Nc2ccccc2OC)nnc1-c1cnccn1
  -15%	-22%	6%
COc1ccc(S(=O)(=O)N2CCC(C(=O)Nc3nnc(CCN4CCCCC4)s3)CC2)cc1
  -2%	2%	4%
CCOc1ccc(/C=N/OC(C)C(=O)NCc2ccc3c(c2)OCO3)cc1 (stereo not given)
  ?	?	-1%
Cc1ccccc1S(=O)(=O)NC(=O)C1(C)CCN1C(=O)C/C=C/c1ccccc1 (stereo not given)
  -24%	-16%	nt
COCCCNC(=O)C(=O)Nc1cc2c3c(c1)CCN3C(=O)CC2
  -2%	-6%	0%
CCOC(=O)N1CCc2c(sc3c2c(=O)n(Cc2ccccc2)c(=O)n3CC(=O)NCC2CCCO2)C1 (stereo not given)
  ?	2%	3%
CCOc1ccc(CCNC(=O)Cn2nnc(-c3ccc(OC)c(OC)c3)n2)cc1OCC
  ?	?	3%
Clc1ncccc1OCc1ccccc1
  -2%	-16%	nt
CCOC(=O)c1ccc(Nc2c(-c3cccc(O)c3)nc3nc[nH]n23)cc1
  ?	?	9%
COCCn1cc(C(=O)N2CCN(C)CC2)c2c3ccccc3n(C)c2c1=O
  -4%	?	-1%
CCn1c(SCC(=O)Nc2ccccc2)nc2ccccc2c1=O
  -12%	?	2%
CCCCNC(=O)CCC(=O)Nc1ccc2nc(N3CCN(C)CC3)cc(C)c2c1
  -2%	-2%	3%
COc1ccc(NC(=O)N2CCCC3(CCN(C(=O)c4cnccn4)CC3)C2)cc1
  3%	-11%	nt
Cc1ccc(OC(=O)c2cc(-c3ccccc3)nc3ccc(C)cc23)cc1
  0%	-1%	nt
C=CCOc1nc2c(c(=O)n(Cc3ccc(Cl)cc3)c(=O)n2C)n1C
  ?	12µM*	2%
COCCn1c(CNc2ccc(F)cc2)nnc1SCC(=O)Nc1ccc(OC)cc1OC
  ?	-21%	4%
CC(C)C[C@@H](CO)N1CCN(Cc2cccc(C#N)c2)CCC1=O
  -12%&-14%	-6%&-20%	nt
NC(=O)CC(NC(=O)c1ccccc1)c1ccc(NCCc2ccc(Cl)cc2)c([N+](=O)[O-])c1 (stereo not given)
  ?	?	8%
CCCc1cc(C(=O)N(C)CC(=O)Nc2ccc(OCC)c(OCC)c2)sc1C
  13%	?	nt
COCC(=O)N1CCC(Oc2ccc(C(=O)NC3CCOC(C)(C)C3)cc2)CC1 (stereo not given)
  -2%	-5%	1%[56.1 µM]
CN(C)CCCOc1nc2c(c(=O)n(C)c(=O)n2C)n1C
  4%	1%	2%
CCCn1ccc2c(OCC(=O)Nc3ccc(C(F)(F)F)cc3)cccc2c1=O
  -12%	?	-5%
CN(C)C(=S)Nc1ccc2ccccc2c1
  -2%	?	0%
COc1cc(C(=O)Nc2nc(OC)c(-c3ccccc3)c(OC)n2)cc(OC)c1OC
  ?	18µM*	4%
CCOC(=O)c1ccc(NC(=O)NCc2c(C)nn(CC)c2C)cc1
  ?	?	-2%
CCCCNC(=O)c1ccc(CS(=O)(=O)c2ccccc2OC)o1
  -5%	18%	nt
O=S(=O)(NCc1ccc(C(F)(F)F)cc1)c1ccc(-n2cnnn2)cc1
  ?	-16%	4%
CCOC(=O)c1cc(-c2ccccc2C)nn1CC1CC(c2cccnc2)=NO1 (stereo not given)
  ?	?	1%
CC(=O)ON=C1C=CC(=C(C#N)c2ccccc2)C=C1
  2.3µM*	3.3µM*	nt
CCn1c(SCC(=O)NCC2CCCO2)nc2c([nH]c3ccccc32)c1=O (stereo not given)
  -12%	10%	1%
O=C(NCc1nnc(SCC(=O)N2CCCC2)o1)c1ccc(F)cc1
  8%	18%	5%
CCOC(=O)Cn1cc(/C=C/[N+](=O)[O-])c2ccccc21
  15µM*	23µM*	-2%
CCS(=O)(=O)c1nc(S(=O)(=O)c2ccc(C)cc2)c(N2CCC(C)CC2)s1
  ?	?	1%
CCOc1cc(/C=N/NC(=O)c2ccccc2-n2cccc2)ccc1O
  ?	?	3%
CC(C)(C)c1ccc(CC(=O)N2CCC2(C)C(=O)N2CCCCC2)cc1 (stereo not given)
  ?	-32%	nt
O=C(c1ccc2c(c1)N(Cc1c(F)cccc1Cl)C(=O)c1ccccc1S2)N1CCCC1
  ?	23µM*	5%
CC(C)CC(=O)Nc1ccc(OCC(=O)O)cc1
  -3%	8%	4%
COc1cccc(/C=C/C(=O)OCC(=O)Nc2cccc(S(=O)(=O)NC3=NCCCCC3)c2)c1
  0%	4%	1%
Cc1ccccc1-c1nc(CS(=O)(=O)CC(=O)NCCCN2CCCC2)c(C)o1
  1%	2%	7%

A run of entries of the results above, for reference:
Below each compound – TDP1 cell CPT	DT40 TDP1 no CPT	TDP1 inh
CCN(CC1CCCO1)C(=O)C1CCN(C2CCN(Cc3ccccc3C)CC2)CC1 (stereo not given)
  ?	?	5%
CCn1c(SCC(=O)Nc2ccccc2OC)nnc1-c1cnccn1
  -15%	-22%	6%

Structures shown so far with a cyano group, in the order listed:
Below each compound – TDP1 cell CPT	DT40 TDP1 no CPT	TDP1 inh
CC(C)C[C@@H](CO)N1CCN(Cc2cccc(C#N)c2)CCC1=O
  -12%&-14%	-6%&-20%	nt
CC(=O)ON=C1C=CC(=C(C#N)c2ccccc2)C=C1
  2.3µM*	3.3µM*	nt

Next section:
Below each compound – TDP1 cell CPT	DT40 TDP1 no CPT	TDP1 inh
O=C(c1ccccc1)N1CCN(C2c3cccc4cccc(c34)C2NS(=O)(=O)c2ccccc2)CC1 (stereo not given)
  ?	?	-1%
CCOc1cc(/C=C/c2cccc[n+]2C)ccc1OCC(=O)Nc1ccc(C)cc1
  21µM*	16µM*	nt
O=C(C1CC1c1ccccc1)N1CCN(c2cccc(Cl)c2)CC1 (stereo not given)
  -6%	-9%	-10%
CCCn1cc(S(=O)(=O)c2ccc(OC)cc2)c(=O)c2cc(OC)ccc21
  -4%	17%	5%
O=C(NNC(=S)Nc1ccc(Cl)c(Cl)c1)c1ccccn1
  2.9µM*	1.5µM*	3%
Clc1ccc(-c2csc3ncnc(NCCN4CCOCC4)c23)cc1
  18µM*	13µM*	-2%
OCC[C@@H]1C[C@@H](O)[C@H](O)[C@@]2(Cc3ccccc3CCO2)O1
  11%	-4%	nt
CCN(CC(=O)N1CCN(Cc2ccccc2)CC1)S(=O)(=O)c1ccccc1
  -22%	?	1%
CCOC(=O)N1CCN(C(=O)CN(c2ccc(C)cc2)S(=O)(=O)c2c(C)noc2C)CC1
  -20%	-28%	-3%
O=C(NCCN1CCCCC1)Nc1ccc(F)cc1
  -2%	-19%	nt
CCOc1ccc(CCNC(=O)c2c(C)oc3ncn(CC(C)C)c(=O)c23)cc1OCC
  -28%	?	-3%
Nc1oc2ccccc2c1C(=O)Cc1ccccc1O[C@@H]1O[C@H](CO)[C@@H](O)[C@H](O)[C@H]1O
  21%	5%	nt
CC(=O)C1=C(O)C(=O)OC1c1ccc(C)cc1 (stereo not given)
  0%	-13%	-2%
Cc1ncc(CO)c2c1Oc1nc(-c3ccccc3)nc(SCC(=O)Nc3cccc(C(F)(F)F)c3)c1C2
  6.5µM*	4.6µM*	0%
C[C@H]1CC[C@@H]2N(C1)C[C@H]1[C@@H]3C[C@H]4[C@@H](C/C(=N\O)[C@H]5C[C@@H](O)CC[C@@]54C)[C@@H]3CC[C@H]1[C@]2(C)O
  10%[9.04 µM]	-3%[9.04 µM]	6%
CC(=O)c1nc2ccccc2n1S(=O)(=O)c1ccc(Cl)cc1
  -11%	14%	0%
O=C(CSC1=NS(=O)(=O)c2ccccc2N1)Nc1ccccc1F
  4%	1%	4%
C/C(=N\NC(=O)c1cc(O)cc(O)c1)c1ccc(NC(=O)Cc2ccccc2)cc1
  -1%	-2%	1.8µM*
CCN(CC)CCN(C(=O)c1cccc([N+](=O)[O-])c1)c1nc2ccc(OC)cc2s1
  5%	-6%	7%
O=C1c2ccccc2C(=O)c2[nH]c(=O)[nH]c21
  2.1µM*	1.8µM*	nt
CC(C)N(C)c1ncnc2c1ncn2[C@H]1CN(CCc2ccccc2)C[C@@H](CO)O1
  ?	?	nt
O=C(COc1ccccc1Br)NCc1ccco1
  -2%	-7%	0%
CCC(C(=O)NC(C)(C)C)N(Cc1ccccc1Cl)C(=O)c1snc(C(N)=O)c1N (stereo not given)
  -4%	8%	nt
CCCn1c(C(O)c2ccc(C)cc2)nc2ccccc21 (stereo not given)
  ?	?	nt
CSc1ncccc1C(=O)N1CCN(C(=O)c2ccccc2)CC1
  -6%	14%	nt
CCCCCOC(=O)C1=C(C)NC(=O)NC1c1ccc(N(C)C)cc1 (stereo not given)
  ?	?	nt
O=C(CSc1nnc(-c2ccco2)n1-c1ccccc1)Nc1c(Cl)cc(Cl)cc1C(=O)O
  2%	3%	1%
Cc1ccc(NC(=O)CSc2nnc(CNC(=O)c3ccco3)n2C)cc1
  -15%	-29%	nt
CCOC(=O)c1nc(S(C)(=O)=O)ncc1N1CCOCC1
  0%	-7%	0%
COc1cccc(N2CCN(C(=O)c3c(C)oc4ncnc(N5CCCCC5)c34)CC2)c1
  ?	18µM*	0%
O=C(CNC(=O)c1ccccc1)OCC(=O)c1cccs1
  -7%	-9%	13%
COc1ccc(OCc2nnc(SCC(=O)Nc3oc(C)c4c(C)n[nH]c(=O)c34)n2C)cc1
  -13%	-2%	nt
Cc1ccc(Cn2c(C(C)Nc3nc(-c4ccc(F)cc4)cs3)nc3cc(C(F)(F)F)ccc32)cc1 (stereo not given)
  21µM*	?	nt
CCOC(=O)C1CCCN(C(=O)CCc2nnc(-c3ccc(C(C)=O)s3)o2)C1 (stereo not given)
  10%	-1%	10%
CCCCN(CCCNC(=O)c1c(C)oc2nc[nH]c(=O)c12)Cc1ccccc1
  7%	?	6%
COc1ccc(C(=O)NCCc2nnc3ccc(SCC(=O)NCc4ccccc4)nn23)cc1
  -29%	-28%	3%
COc1cc(C)c(C(C)C)cc1S(=O)(=O)N1CCOCC1
  3%	-22%	4%
COc1ccc(NC(=O)C2CCCCC2)cc1S(=O)(=O)N1CCOCC1
  9%	-18%	1%
Cc1ccccc1Nc1nc(N)nc(COc2ccc(C#N)cc2)n1
  -10%	0%	1%
COc1ccc(C(C)(NC(C)=O)c2nc(-c3cccc(C(=O)O)c3)cs2)cc1 (stereo not given)
  -16%	-5%	nt
COc1ccc(NC(=O)COC(=O)CCC2CCCCC2)cc1
  -2%	-15%	-5%
Cc1ccccc1CC(=O)N1CCN(C(=O)c2ccco2)CC1
  16%	10%	1%
CCC1=[N+](CC(=O)c2ccc(C)cc2)CCn2c(C)ccc21
  2.9µM*	2.1µM*	5%
CC(C)c1ccc2nc3sc(C(=O)N4CCc5ccccc5C4)c(N)c3cc2c1
  ?	?	-2%
CCOc1ccc(CCNC(=O)c2cccc(NC3=NC4CS(=O)(=O)CC4S3)c2)cc1 (stereo not given)
  3%	5%	nt
COc1ccc2nc3sc(C(=O)NCCN4CCc5ccccc5C4)cc3cc2c1
  21µM*	16µM*	-1%
COc1ccc(Cl)cc1N(C(C)=O)c1nc(C)cc(C)c1C#N
  1%	-18%	nt
Cc1ccc(F)c(S(=O)(=O)NC(=O)C2(C)CCN2C(=O)Cc2ccc(C(C)(C)C)cc2)c1 (stereo not given)
  -10%	-4%	nt
Cc1cc2c(=O)oc(-c3ccc(Br)cc3)nc2s1
  15%	-19%	4%
COC(=O)Cc1c(C)nc2nc(NCc3c(F)cccc3Cl)[nH]n2c1=O
  -16%	-18%	-1%

Other records follow.
Below each compound – TDP1 cell CPT	DT40 TDP1 no CPT	TDP1 inh
COc1ccc(-n2c(=O)[nH]cc(C(=O)Nc3ccc4c(c3)OCO4)c2=O)cc1OC
  0%	-16%	5%
Cn1c(CC(=O)Nc2ccccc2Cl)nnc1SCC(=O)NC1CCCCC1
  ?	-2%	nt
CCN(CC(=O)Nc1cc(C)nn1-c1nc(C)cc(C)n1)Cc1ccccc1
  ?	?	6%
N#Cc1cc(-c2ccccc2)nn1-c1ccccc1
  ?	21µM*	nt
NC(=O)CSc1nnc2sc3ccccc3n12
  11%	0%	-5%
O=C(C1CC1)N1CCCC(c2ccc(Cl)cc2)=N1
  24%	8%	9%
O=C(NC1CCCCC1)C1CCN(C(=O)c2ccccc2Cl)CC1
  5%	0%	3%
O=S(=O)(c1ccccc1)N1CCN=C1SCc1ccc(Cl)c(Cl)c1
  13µM*	18µM*	-13%
